# High-throughput results (PubChem)
# KDM5B inh: Primary screen for KDM5B Histone Demethylases FDH-coupled qHTS; Lysine-specific demethylase 5B (Homo sapiens), Q9UGL1; KDM5B demethylase, FDH-coupled NADH fluorescence (FDH is formaldehyde dehydrogenase); Potency, µM (highest dose often 57.7 µM), inactives show top-dose activity change, negative = inhibition, hits mostly inhibitors; 2.6% of 220,000 active; AID 1347165, 2019; active means well fitted inhibition curve with a large enough effect; inconclusive means small, poorly fitted or top-dose-only effect; inactive means no such curve, though single readings can be large or run the other way; further: 0% is about no effect; nearly all actives have a fitted effect of over 70% in size
# Target sequence (Q9UGL1 whole entry, looked up): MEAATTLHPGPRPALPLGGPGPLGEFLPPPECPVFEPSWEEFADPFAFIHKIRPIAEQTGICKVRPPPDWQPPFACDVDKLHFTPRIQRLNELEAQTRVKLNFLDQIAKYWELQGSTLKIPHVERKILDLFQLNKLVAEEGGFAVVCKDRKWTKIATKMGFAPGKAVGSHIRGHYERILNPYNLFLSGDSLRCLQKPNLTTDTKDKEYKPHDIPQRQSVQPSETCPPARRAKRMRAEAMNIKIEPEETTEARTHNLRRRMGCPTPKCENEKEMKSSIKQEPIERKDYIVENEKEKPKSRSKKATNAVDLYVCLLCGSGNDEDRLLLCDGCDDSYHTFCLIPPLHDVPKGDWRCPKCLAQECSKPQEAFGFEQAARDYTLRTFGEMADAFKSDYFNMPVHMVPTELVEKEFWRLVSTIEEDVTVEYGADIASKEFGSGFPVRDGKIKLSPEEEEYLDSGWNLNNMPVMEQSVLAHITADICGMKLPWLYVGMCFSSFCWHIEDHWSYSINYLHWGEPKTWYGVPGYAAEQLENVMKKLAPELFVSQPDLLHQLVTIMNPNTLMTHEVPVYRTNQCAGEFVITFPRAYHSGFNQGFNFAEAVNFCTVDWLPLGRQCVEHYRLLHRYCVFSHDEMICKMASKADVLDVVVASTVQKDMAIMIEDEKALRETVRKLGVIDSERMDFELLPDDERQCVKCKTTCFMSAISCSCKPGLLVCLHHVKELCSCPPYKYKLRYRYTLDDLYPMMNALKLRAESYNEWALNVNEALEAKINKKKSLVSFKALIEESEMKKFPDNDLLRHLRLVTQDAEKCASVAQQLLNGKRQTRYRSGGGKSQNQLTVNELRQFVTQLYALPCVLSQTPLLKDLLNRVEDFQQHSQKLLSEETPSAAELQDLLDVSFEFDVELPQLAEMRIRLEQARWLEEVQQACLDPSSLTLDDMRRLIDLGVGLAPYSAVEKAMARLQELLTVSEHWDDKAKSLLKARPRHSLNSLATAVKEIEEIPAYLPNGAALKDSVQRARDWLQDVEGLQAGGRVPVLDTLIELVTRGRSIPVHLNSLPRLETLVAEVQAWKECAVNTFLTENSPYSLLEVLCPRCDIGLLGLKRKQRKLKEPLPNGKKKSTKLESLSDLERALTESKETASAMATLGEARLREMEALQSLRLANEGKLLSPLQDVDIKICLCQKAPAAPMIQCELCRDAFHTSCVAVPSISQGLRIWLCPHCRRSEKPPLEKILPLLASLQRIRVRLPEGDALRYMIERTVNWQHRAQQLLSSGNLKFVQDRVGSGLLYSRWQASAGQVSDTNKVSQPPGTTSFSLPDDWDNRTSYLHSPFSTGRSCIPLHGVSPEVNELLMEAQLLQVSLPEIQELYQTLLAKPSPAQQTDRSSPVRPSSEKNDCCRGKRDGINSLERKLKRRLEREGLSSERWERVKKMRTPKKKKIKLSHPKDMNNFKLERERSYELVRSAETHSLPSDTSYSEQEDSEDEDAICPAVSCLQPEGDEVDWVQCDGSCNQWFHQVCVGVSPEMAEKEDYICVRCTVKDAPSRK
#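 Here, H3K4me3 peptide (12.5 µM in substrate mix) is demethylated by KDM5BΔAP, 200 nM final, after 10 min compound exposure. Formaldehyde product is coupled through FDH (0.25 U/mL in mix) to NADH fluorescence; 30-min ΔRFU feeds dose-response curves.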
# Starred values were filed as active, the others as inactive; ? = inconclusive; & = joins results of further samples; [ ] = dose if it differs, or a comment. Potency means the concentration at half of the fitted maximal effect. Not all compounds are listed, so the mix of outcomes need not match the whole.
SMILES,KDM5B inh
Cc1ccc(CNC(=O)c2cc(=O)c3ccc(C)c(C)c3o2)cc1,13.1%
Cc1[nH]c2ccccc2c1/C=N/N=C(c1ccccc1)c1ccccc1,-0.3%
COc1ccc(C)cc1NC(=O)Cn1c(-c2ccc(F)cc2)nc(C)cc1=O,-9.9%
COc1ccc(/C=N/Nc2ccc(C(=O)O)cc2)c(OC)c1OC,-1.5%
CC(=O)NC12CC3CC(C1)CC(C(=O)NCc1ccncc1)(C3)C2,11.7%
O=C(N[C@H](C1CCNCC1)C1CC(O)C1)c1ccccc1C(F)(F)F (stereo partly drawn),-2.9%
COc1cc(F)ccc1-c1cc(-c2ccc(=O)[nH]c2)c2cncn2c1,?
O=C(Nc1ccc(F)c(F)c1)c1nc2ccccc2nc1N1CCCCC1,11.5%
Cc1ccccc1NC(=O)CCn1nc(-c2ccccc2)c2ccccc2c1=O,-1.9%
CCc1ccc(C2c3c(oc4ccc(F)cc4c3=O)C(=O)N2CCc2ccc(OC)cc2)cc1 (stereo not drawn),6.8%
Cc1ccsc1CN(C)C(=O)C1C2C(=O)N(c3ccc(F)cc3)C[C@@]23C=C[C@@H]1O3 (stereo partly drawn),-7.0%
COc1ccccc1-c1cn2c(n1)CO[C@@H](CNC1CCCC1)C2,5.8%[86.2 µM]
COc1ccc(C(C)=O)cc1COC(=O)c1ccccc1Br,-5.8%
CC(C)(C)c1ccc(Oc2nc3ccccn3c(=O)c2/C=C(\C#N)c2nc3ccccc3[nH]2)cc1,?
COc1ccc(NCC(=O)NNC(=O)C(Cc2ccccc2)NC(=O)c2cccs2)cc1 (stereo not drawn),-17.8%
Cc1nc2ccccn2c1C(=O)NNC(=O)Nc1ccccc1,14.1%
Cc1nc(C)c(C(=O)N2CCCCCC2c2nnc(-c3ccccc3)o2)s1 (stereo not drawn),-11.2%
O=C(COc1ccc(Cl)cc1Cl)Nc1cccc2cccnc12,-20.4%&9.4%
CCc1ccc(OCC(=O)Nc2ccc(S(=O)(=O)NC(C)(C)C)cc2)c(Br)c1,-21.7%
Cc1ccc(-c2csc(Nc3ccc(S(N)(=O)=O)cc3)n2)cc1,-30.2%
O=C1CC(c2noc(-c3cccs3)n2)CN1C1CCCCC1 (stereo not drawn),-0.6%
COc1ccc(OCC(=O)Nc2ccc(C(=O)OCc3cc(=O)n4nc(C)sc4n3)cc2)cc1,?
Cc1ccc(-n2nc(-c3c(C)nc4scc(CC(=O)NC(C)c5ccccc5)n4c3=O)cc2C)cc1 (stereo not drawn),?
CCCn1c(C2CC(=O)N(c3cccc(C(F)(F)F)c3)C2)nc2ccccc21 (stereo not drawn),12.1%
CCCCCn1nc(C(=O)OCC(=O)Nc2ccc3c(c2)OCO3)c2ccccc2c1=O,-15.4%
COc1ccc2cc(C(=O)N3C[C@@H](Oc4ccccc4)C[C@H]3C(=O)N3CCOCC3)[nH]c2c1,28.2µM*
COc1ccc(-c2nc3cc(NC(=O)c4cccs4)ccc3o2)cc1,-24.1%
CCc1cccc(C)c1Nc1c(-c2cc(OC)c(O)c(OC)c2)nc2cnccn12,?
COCCc1noc(-c2nc(-c3ccccc3F)no2)n1,23.6%
Cc1cc(Cl)c2cc3ccccc3cc2n1,13.6%

# Compounds shown so far that have a CF3 group:
SMILES,KDM5B inh
O=C(N[C@H](C1CCNCC1)C1CC(O)C1)c1ccccc1C(F)(F)F (stereo partly drawn),-2.9%
CCCn1c(C2CC(=O)N(c3cccc(C(F)(F)F)c3)C2)nc2ccccc21 (stereo not drawn),12.1%

# Additional compounds.
SMILES,KDM5B inh
COc1cccc(Oc2c(C)oc3cc(OCC(N)=O)ccc3c2=O)c1,-4.8%
N#CCCn1c(-c2ccccc2)cc2ccccc21,?
O=C(Nc1cccc2ccccc12)O[C@@H]1CO[C@H]2[C@@H]1OC[C@@H]2NC(=O)c1cccs1,?
Cc1cc(C)c(C#N)c(SCCN2CCOCC2)n1,10.4%
CN(c1ccc(-c2csc(NC(C)(C)C)n2)cc1)S(C)(=O)=O,-3.0%
COc1ccc(CNC(=O)Cn2c(=O)oc3cc(S(=O)(=O)N4CCCC4)ccc32)cc1,-9.5%
COc1ccc(NC(=O)C2(C)CCCCC(=O)N2)cc1 (stereo not drawn),-8.0%
Cc1ccccc1C(=O)Nc1nc2c(s1)CC(C(C)(C)C)CC2 (stereo not drawn),11.0%
CCc1ccccc1NC(=O)CCCSc1nc(-c2ccco2)cc(C(F)(F)F)n1,-3.9%
COc1ccc(C(CNC(=O)CN2CCN(C(=O)C3CC3)CC2)c2c[nH]c3ccccc23)cc1 (stereo not drawn),-4.3%
Cc1ccc2[nH]c(C)c(C(O)CN3CCC(Cc4ccccc4)CC3)c2c1 (stereo not drawn),?
CC(=O)c1ccc(NC(=O)CCc2c(C)nc3c(c2C)c(=O)n(C)c(=O)n3C)cc1,?
COCc1nnc(NC(=O)C2CC(=O)N(CCc3c[nH]c4ccc(C)cc34)C2)s1 (stereo not drawn),-1.0%
CN1CCCC1CCNc1nccc(-c2cnn(-c3ccc(F)cc3)c2)n1 (stereo not drawn),28.2µM*
O=C(NC1CCCCNC1=O)c1cc(=O)c2ccccc2o1 (stereo not drawn),-10.2%
COc1ccc(-n2nc(-c3ccccc3)n(CC(=O)N(C)CC(C)C)c2=O)cc1,31.6µM*
COc1ccc(Cl)c(NC(=O)c2sc3nc(-c4ccncc4)ccc3c2N)c1,4.4%
CC(C)n1cc(CN2CCC(Oc3ccc(C(=O)NC4CCCC4)cc3Cl)CC2)cn1,-1.8%
CN(Cc1ccccc1)C(=O)CSc1nnc(COc2ccc(Cl)cc2)n1C,-7.5%
COc1cc(NC(=O)C(CC(C)C)NS(=O)(=O)c2ccc3c(c2)CCN3C(C)=O)cc(OC)c1 (stereo not drawn),-9.6%
Cc1ccc(CN(C)Cc2ccccc2C(F)(F)F)cc1,16.1%[86.2 µM]
Cc1nn(-c2ccccc2)c(C)c1CN(C)S(=O)(=O)c1ccc(F)cc1,-7.8%
Clc1cccc(CSc2nc(CN3CCOCC3)nc3ccccc23)c1,9.5%
Oc1ccccc1CN1CCC(O)(c2csc(CN3CCOCC3)n2)CC1,-16.7%[86.2 µM]
Cc1ncsc1C(=O)N1CC(COc2ccccc2)C2(C1)CN(c1ccccc1)C2 (stereo not drawn),-6.4%[86.2 µM]
O=C(NN=C1CCCCC1)c1cc(-c2cccs2)nc2ccccc12,?
Cc1nc(CNC(=O)CC2C(=O)NCCN2Cc2ccc(F)cc2)cs1 (stereo not drawn),?
Cc1cc(F)ccc1CN1CCC(CO)(CN2CCCC2)CC1,-14.7%
O=C1OCCCN1C1CCN([S+](=O)([O-])c2cccc(C(F)(F)F)c2)CC1,21.2%[115 µM]
COc1ccc(CN2C/C(=C/c3ccc(C)cc3)N3C(=O)C[C@@H](c4ccccc4)N=C23)c(OC)c1,?

# The last four compounds of the section before lead into the next.
SMILES,KDM5B inh
Cc1nc(CNC(=O)CC2C(=O)NCCN2Cc2ccc(F)cc2)cs1 (stereo not drawn),?
Cc1cc(F)ccc1CN1CCC(CO)(CN2CCCC2)CC1,-14.7%
O=C1OCCCN1C1CCN([S+](=O)([O-])c2cccc(C(F)(F)F)c2)CC1,21.2%[115 µM]
COc1ccc(CN2C/C(=C/c3ccc(C)cc3)N3C(=O)C[C@@H](c4ccccc4)N=C23)c(OC)c1,?
O=c1nc(SCc2ccccc2Cl)nc(-c2ccc(Cl)cc2)[nH]1,1.1%
CS(=O)(=O)N(C1CCOCC1)C1CN(C(=O)c2c[nH]c3ccccc23)C1,-11.3%
COc1ccc(OC)c(CNS(=O)(=O)c2cc(-c3onc(C)c3C)ccc2C)c1,-13.6%
Clc1ccccc1-c1cc(C2CCN(Cc3cc4n(n3)CCNC4)CC2)[nH]n1,?
O=C(Nc1ccc(F)cc1F)c1cc(-c2ccc[nH]2)n[nH]1,-20.5%
O=C(Nc1cccc(-c2ccc(N3CCCC3)nn2)c1)Nc1c(F)cccc1F,?
CCOc1ccc(CCNC(=O)c2cc3c(=O)n(C)c4ccccc4c3n2C)cc1,?
CN(Cc1ccccc1F)S(=O)(=O)c1cn(C)c(=O)n(C)c1=O,14.7%
Cc1ccc(CN2CCc3nc(C4CC4)nc(-c4ccc(O)cc4)c3C2)cc1,-26.5%
CCC1CCCCN1C(=O)c1ccc(-c2nnc3ccc(NC(=O)C4CCC4)cn23)cc1 (stereo not drawn),?
CCC(Cc1ccccc1)NC(=O)CN1C(=O)COc2ccc(S(=O)(=O)N3CCCCCC3)cc21 (stereo not drawn),-32.5%
Cc1cc2nc3n(c(=O)c2n1CC(=O)Nc1ccc2c(c1)OCCO2)CCCCC3,-10.3%
CC(C)n1nc(C(=O)NCCCN2CCCC2=O)c2ccccc2c1=O,4.7%&2.8%
CN1Cc2ccc(Nc3ccccc3)nc2C(C)(C(=O)NCc2cccs2)C1 (stereo not drawn),31.6µM*
O=C(NCC1CCOCC1)c1cnc2n[nH]c(-c3ccccc3)c2n1,-2.5%[86.2 µM]
CNC(=O)[C@@H]1C[C@@H](N)CN1C(=O)c1ccc(OC)c(OC)c1OC,6.2%
Cn1c(=O)c2c(nc(Cl)n2Cc2ccc(-c3ccccc3)cc2)n(C)c1=O,22.1%
Cc1nc2cc(NC(=O)c3cccc(OC(F)F)c3)ccc2o1,18.1%
COC(=O)NCc1cccc(Br)c1,26.5%
CCOc1ccc(-n2c(SCC(=O)Nc3ccccc3OCC)nc3[nH]ncc3c2=O)cc1,7.4%
COc1ccc(-n2nc(C(=O)NCCc3ccc(OC)c(OC)c3)c3c4ccccc4n(C)c3c2=O)cc1,17.5%
O=S(=O)(Nc1cccc2cccnc12)c1cc(F)ccc1F,0.1%
O=C(Nc1cccc(C(F)(F)F)c1)c1c(Cl)cccc1Cl,9.1%
Cc1cccc(C)c1NC(=O)Cn1c(=O)c2c(ncn2CC(C)C)n(Cc2ccccc2)c1=O,16.7%
COCCNC(=O)C1c2ccccc2C(=O)N(C2CCCC2)C12CCCC2 (stereo not drawn),?
CCOc1ccccc1C(=O)N1CCC(CC(=O)NCc2ccccc2)C1 (stereo not drawn),-8.8%
COc1cccc2cc(C(=O)Nc3ccc(F)c(F)c3)c(=O)oc12,5.4%
CC(=O)N1CCC(C2CCN(Cc3cc(F)c(F)cc3F)C2)CC1 (stereo not drawn),?
CCN(C)Cc1cccc(CNC(=O)Cc2cccc(C(F)(F)F)c2)c1,12.0%
CCCn1nc(C(=O)NC(C)c2ccc(S(N)(=O)=O)cc2)c2ccccc2c1=O (stereo not drawn),2.8%
COC(=O)C1CN(C2CCCC2)CCS(=O)(=O)N1Cc1cn(Cc2ccc(C)cc2)nn1 (stereo not drawn),13.2%
Cc1nccc(-c2sc(-c3cccs3)nc2C)n1,?
COc1ccc(COC(=O)C2=C(C)NC(=O)CC2c2cccc(Cl)c2Cl)cc1 (stereo not drawn),-23.0%
CCCCN(CCCC)C(=O)c1ccc(N)cc1,13.9%
CCCCc1ccc(CN2C[C@@H]3CC[C@H](C2)N(Cc2ccccn2)C3=O)s1,?
COC(=O)C1(C)Cc2ccc(C)cc2C(=O)O1 (stereo not drawn),13.1%
COc1ccccc1CNC(=O)C1CCC(CNS(=O)(=O)c2ccc(C)cc2)CC1 (stereo not drawn),24.9%
CCOC(=O)c1c(C)c(-c2ccccc2)n(CC(=O)NCCN(C)C)c1C,-27.1%
COCCN1CCCN(C(=O)c2cccc(OC)c2)c2ccccc21,?
COc1cc(C=O)ccc1OCCCCOc1ccc(Cl)cc1Br,5.2%
COc1ccc(Cn2ccc3nc(C)c(C(=O)Nc4cc(C)cc(C)c4)cc3c2=O)cc1,-21.0%
O=C(CNC(=O)c1ccc(F)cc1)OCc1cc(=O)n2ccsc2n1,-22.7%
Cc1ccc(S(=O)(=O)NC2CC2)cc1C(=O)Nc1ccc(N2CCCCC2)c2ccncc12,?
CC1CCCN(S(=O)(=O)c2ccc(NC(=O)c3cc(=O)c4cc(Cl)ccc4o3)cc2)C1 (stereo not drawn),16.8%
O=C(NNC(=O)c1ccc(Oc2ccc(C3SCCS3)cc2)o1)c1ccc(Cl)cc1,-5.3%
CC1=C(C(N)=O)C(c2cccc(O)c2)n2ncnc2N1 (stereo not drawn),6.0%
Cc1cccc(-n2c(SCC(=O)N3CCCCC3)nc3ccccc3c2=O)n1,8.3%
COc1ccc2c(c1)CC(C(=O)NCCN1CCN(c3cccc(Cl)c3)CC1)CO2 (stereo not drawn),-9.6%
CCn1ccc(C(=O)N2[C@@H]3CC[C@H]2CC(NC(=O)c2ccncc2)C3)n1 (stereo partly drawn),-6.0%
Cc1ccc(C)c(C(=O)NCCn2ccn3nc(-c4cc(C)ccc4C)cc3c2=O)c1,31.6µM*
Cc1ccc(C2NC(=O)N(CC(=O)NC(C)CCc3ccccc3)C3=C2C(=O)OC3)cc1 (stereo not drawn),-14.6%
CC(C)c1ccc(NC(=O)Cn2ncc3ccccc32)cc1,23.4%
O=Cc1cc(Cl)ccc1OC(=O)/C=C/c1ccc(F)cc1,5.5%
COc1ccc(NC(=O)Cc2coc3cc(C)cc(C)c23)c(OC)c1,16.9%
COCCN1CCC(N2CCN(C(=O)c3ccsc3)CC2)C1=O (stereo not drawn),-3.5%
O=C1C(c2ccccc2)=S=C2C=Cc3ccccc3N12,-20.7%
CCCS(=O)(=O)NCCc1sc2nc(-c3ccc(F)cc3)nn2c1C,2.4%

# Two records picked at random from the list so far, as already listed:
SMILES,KDM5B inh
CC1=C(C(N)=O)C(c2cccc(O)c2)n2ncnc2N1 (stereo not drawn),6.0%
COc1ccc2c(c1)CC(C(=O)NCCN1CCN(c3cccc(Cl)c3)CC1)CO2 (stereo not drawn),-9.6%
